Growth percent in the NCI-60 one-dose screen (48 h, 10 µM unless noted): 100 = growth as untreated, 0 = no growth, -100 = all killed.
HL-60(TB) = HL-60(TB) leukemia cells. AID 1794776. 78,000 compounds, 9% hits; active means growth percent below 10
* hit, by the source's call; & = joins results of further samples; ! = a repeat was not active; [ ] = dose if it differs, or a comment. This is a subset, so the mix of outcomes need not match the whole.

SMILES | HL-60(TB)
CC1(C)C(=O)CC[C@]2(C)[C@H]3C(=O)C=C4[C@@H]5C[C@@](C)(C(=O)NCCNCCN)CC[C@]5(C)CC[C@@]4(C)[C@]3(C)CC[C@@H]12 | 90
C#CC(C)(C)OC(=O)Nc1ccccc1 | 93
NCC1CC2CCC1C2 (stereo not drawn) | 47
NS(=O)(=O)c1cccc(N2C(=O)c3ccc(C(=O)O)cc3C2=O)c1 | 92
COc1ccc(-c2nc3sc(-c4ccccc4)c(-c4ccccc4)n3c2/C=C/c2ccc(F)cc2)cc1 | 105
COc1ccc(C2=NN(C(C)=O)C(c3ccc(Oc4ccc(Br)cc4)cc3)C2)cc1OC (stereo not drawn) | 100
N#Cc1c(N)nc2c(c(N)nn2-c2ccccc2)c1-c1ccccc1 | 101
COc1cc(/C=N\NC(=O)/C=C/C=C/c2ccc3c(c2)OCO3)ccc1O | 96
COC(=O)CCN1CCN(c2cccc(Cl)c2)CC1 | 50
CCOC(=O)c1cnc2c(C)cc(C)cc2c1NCCCN(C)C | 9.9*
CCC(C)OC(=O)c1cc(-c2ccc(O)cc2)nc2ccccc12 (stereo not drawn) | 78
CS(=O)(=O)Nc1ccc(C(=O)NC(C(=O)NO)c2ccc(C3CCCCC3)cc2)cc1 (stereo not drawn) | 96
O=S(=O)(Nc1ncccn1)c1ccc(Nc2nc(N3CCOCC3)c3ccccc3n2)cc1 | 96
CCC(C)c1ccc(OCC(C)OC(=O)C(C)C)cc1 (stereo not drawn) | 113
N#CC(C#N)=CNc1ccccc1C(=O)NCCCn1ccnc1 | 102
COc1cccc(-c2nc3occn3c2-c2ccnc(NCCCNS(=O)(=O)c3ccc(C)cc3)n2)c1 | 114
CCOc1ccc(NC(=O)CSc2oc(-c3ccccc3)nc2S(=O)(=O)c2ccc(C)cc2)cc1 | 66
O=C(O)C1C2c3ccccc3C(O)C1(C(=O)O)c1ccccc12 (stereo not drawn) | 94
N=C(N)SCc1ccc([N+](=O)[O-])cc1[N+](=O)[O-] | 26
O=C1CCCCC1(O)Cc1ccc2c(c1)OCO2 (stereo not drawn) | 102
COc1ccc2nc3c(cc2c1)C(=O)CC(C(F)(F)F)C3 (stereo not drawn) | -15*
CCOC(=O)c1ccc2c(c1)nc(NS(=O)(=O)c1ccc(Br)cc1)n2-c1cc(OC)c(OC)c(OC)c1 | 94
O=S(=O)(Nc1ccc(Cl)cc1NS(=O)(=O)c1ccccc1)c1ccccc1 | 85
O=C(COc1ccc([N+](=O)[O-])cc1Cl)Nc1ccc(S(=O)(=O)F)cc1Cl | 94
CCOC(=O)CC[C@H](N)C(=O)O | 101[20 µM]

Later entries.
SMILES | HL-60(TB)
C=CCNC(=O)c1cncc(C(=O)O)c1 | 111
CCCCCCCCOc1nc2c(c(=O)n(C)c(=O)n2C)n1C | 114
Cc1cc(N(CCCNc2ccnc3cc(Cl)ccc23)Cc2ccccn2)nc(Cl)n1 | 91
S=c1nc[nH]c2c1ccc1[nH]cnc12 | 106
COc1cc(-n2nc(C(=O)NCc3ccc(C(=O)NO)cc3)nc2-c2ccccc2)cc(OC)c1OC | 98
O=Cc1cc2ccccc2nc1Nc1nccs1 | 100
CC(CCc1ccccc1)NC(C)C(O)c1ccc(O)cc1 (stereo not drawn) | 96&103
CC1=C2[C@@H](CC1)[C@]1(C)O[C@@](C(C)C)(C[C@H]1O)[C@H]2OC(=O)/C=C/c1ccccc1 | 96
NNC(=O)CNC(=O)Nc1n[nH]c(=S)s1 | 107
O=S(=O)(Nc1ncc(Cl)cn1)c1ccccc1 | 107
CC(=O)OC1OC(COC(=O)c2ccccc2)C(OC(=O)c2ccccc2)C1OC(=O)c1ccccc1 (stereo not drawn) | 55
O=C(/C=C/c1ccccc1)c1c[nH]c2ccccc12 | 73
O=C1C(=O)/C(=C/c2ccccc2)CCCCCC/C1=C/c1ccccc1 | 47
ClCC[N+]12CC[N+](CCCl)(CC1)C2 | 101
O=c1c(-c2nc(=S)[nH][nH]2)cnc2nc[nH]n12 | 120
CO[C@H](C(=O)O)[C@@H]1Cc2cc3cc(OC4CC(OC5CC(O)C(O)C(C)O5)C(O)C(C)O4)c(C)c(O)c3c(O)c2C(=O)[C@H]1OC1CC(OC2CC(OC3CC(C)(O)C(O)C(C)O3)C(O)C(C)O2)C(O)C(C)O1 (stereo partly drawn) | 41
COc1ccc(C(=O)NNc2nc(Cl)nc(N3CCN(C(c4ccccc4)c4ccccc4)CC3)n2)cc1 | 21
C[C@@]12CCCc3coc(c31)C(=O)c1cc3c(cc12)C(=O)C1=C(NCCS1(=O)=O)C3=O | -45*
COc1cc(/C=C2\Oc3cc(O)ccc3C2=O)cc(OC)c1 | 46
S=c1[nH]cnc2sc(Nc3ccccc3)nc12 | 111
O=CN1N=C(c2ccc(Cl)cc2)CC1c1sc(Cl)nc1Cl (stereo not drawn) | 96
COc1ccc2[nH]cc(-c3nonc3-c3c[nH]c4ccc(Br)cc34)c2c1 | 76
O=C(O)C(Cl)C(Cl)c1ccccc1Cl (stereo not drawn) | 122
CCO/C=C1\SC(=S)N(c2ccccc2OC)C1=O | 84&98
CC(C)c1ccc(C(=O)CCCCl)cc1 | 45

The results go on:
SMILES | HL-60(TB)
O=c1c2sc3nc4c(cc3c2nnn1-c1ccccc1Cl)C(O)CCC4 (stereo not drawn) | 86
O=C(N/N=C/c1ccccc1O)c1cc(-c2nc3ccccc3[nH]2)nc2ccccc12 | 62
C=CC(=O)N1CCN(c2cccc(Oc3nccc(Nc4nnc(-c5ccc(Br)cc5)s4)n3)c2)CC1 | 51
COc1ccccc1Cn1cc2c(c1-c1cc(OC)c(OC)c(OC)c1)CCCc1cnoc1-2 | 98
O=C(CSc1nnc(-c2c[nH]c3ccccc23)n1-c1ccccc1)Nc1ccc(C(=O)/C=C/c2ccccc2Cl)cc1 | 78
CCCCCCC1(C(OC)OC)NC(=O)NC1=O (stereo not drawn) | 81
C/C(=C\c1ccc2ccccc2c1)[N+](=O)[O-] | -26*
COc1cc(O)c(C=Nc2ccccc2NS(=O)(=O)c2ccc(C)cc2)c(OC)c1 | 118
CCCCCCCCCCCCc1ccc(O)c(CN(C)C)c1 | 76
CC1=C(C)C(=O)C(Nc2ccc(C)cc2)=C(Br)C1=O | 69
COc1ccc(C(=O)C[n+]2ccccc2Cl)cc1 | 111
N#Cc1c(N)nc(NCCO)nc1-c1ccccc1 | 103
O=S(=O)(F)c1ccc(Cl)cc1 | 123
CCOC(=O)C(c1ccccc1)C(OC(C)=O)c1ccc2c(c1)OCO2 (stereo not drawn) | 112
CC(O)CN(CC(C)O)N(CC(C)O)CC(C)O (stereo not drawn) | 102
Brc1cncc(Br)c1 | 103
O=C(Nc1ncc(Cc2ccc(C(F)(F)F)cc2)s1)c1ccc(-c2cccc([N+](=O)[O-])c2)o1 | 101
Cc1ccc(S(=O)(=O)Nc2ccc(-c3cc(-c4cccc(F)c4)c(C#N)c(=O)[nH]3)cc2)cc1 | 87
COc1ccc2c(c1)O/C(=C/c1cccc(OCC(=O)c3ccccc3)c1)C2=O | 76
CCn1c(O)c(N=Nc2ccc(S(N)(=O)=O)cc2)c2cc(Cl)ccc21 | 96
N#Cc1cccc(/C(N)=N/C(N)=N/c2nc3ccccc3s2)c1 | 4.3*
Clc1ccc(COC(Cn2ccnc2)c2ccc(Cl)cc2Cl)c(Cl)c1 (stereo not drawn) | -0.4*!
CSC1=NC(c2cccc(Cl)c2)C(C(C)=O)=C(C)N1 (stereo not drawn) | 102
N#C/C(=C\c1cccc2ccccc12)c1cc2ccccc2[nH]1 | 95
CC(=O)C1=C(C)NC(SCc2nnc(-c3ccc(C)cc3)o2)=NC1c1ccc(F)cc1 (stereo not drawn) | 81

Taken from the results shown (five entries):
SMILES | HL-60(TB)
O=c1c2sc3nc4c(cc3c2nnn1-c1ccccc1Cl)C(O)CCC4 (stereo not drawn) | 86
O=C(N/N=C/c1ccccc1O)c1cc(-c2nc3ccccc3[nH]2)nc2ccccc12 | 62
C=CC(=O)N1CCN(c2cccc(Oc3nccc(Nc4nnc(-c5ccc(Br)cc5)s4)n3)c2)CC1 | 51
COc1ccccc1Cn1cc2c(c1-c1cc(OC)c(OC)c(OC)c1)CCCc1cnoc1-2 | 98
O=C(CSc1nnc(-c2c[nH]c3ccccc23)n1-c1ccccc1)Nc1ccc(C(=O)/C=C/c2ccccc2Cl)cc1 | 78

The list continues:
SMILES | HL-60(TB)
CCCCCCCCCCCCCCCc1nc(=S)[nH][nH]1 | 46
O=c1[nH]c(O)c(/C=N/C(=S)N=Nc2c(O)[nH]c3ccccc23)c(=O)[nH]1 | 100
O=C(CSc1nnc(-c2ccc(-c3nc4ccccc4[nH]3)cc2)o1)Nc1ccc(C(=O)/C=C/c2ccccc2)cc1 | 108
CC(=O)N(C)c1ccccc1 | 110
C/C=C(\Br)C(=O)O | 99
C[C@]12CCc3c(ccc4cc(O)ccc34)[C@@H]1C[C@H](O)[C@@H]2O | 132
CCOC(=O)CNC=O | 99
NC(=O)c1nn(-c2ccc(Cl)cc2)nc1N1CCCC1 | 103
CCOc1ccccc1/C=N\N=C\c1ccccc1O | 31
CC(C)(CO)C(O)C(=O)NN (stereo not drawn) | 98
Clc1ccccc1/C=C/c1ccc2ccccc2n1 | 99
CC(C)(c1ccccc1)C(C)(C)c1ccccc1 | 108
CCN(CC)CC#CCOC(=O)[C@]1(C)CCC[C@]2(C)c3ccc(C(C)C)cc3CC[C@@H]12 | 64
CCN(CC)CCNC(Cc1ccccc1)c1ccc(OCc2ccccc2)cc1 (stereo not drawn) | 47
CCCCOB(OCCCC)OCCCC | 105
Cc1nn(-c2ccccc2)nc1C(=O)NCC1CC1 | 83
C=C1/C(=C\C=C2/CCC[C@]3(C)[C@@H]([C@H](C)CCCC(C)(C)O)CC[C@@H]23)C[C@@H](OC(=O)CBr)C[C@@H]1O | -59*
COc1c(N2CC3CCCNC3C2)c(F)cc2c(=O)c(C(=O)NN)cn(C3CC3)c12 (stereo not drawn) | 106
CCN1C(=O)N(CC)C2C1NN=c1s/c(=C\c3ccc(OC)cc3)c(=O)n12 (stereo not drawn) | -46*
Cc1ccc(O)cc1N(C)C | 103
COC(=O)C1=CC=C[C@@H]2[C@@]3(C[C@@H](c4ccoc4)OC3=O)[C@H](C)C[C@H](O)[C@@]12C(=O)OC | 107
O=C1/C(=C/c2ccc(OCCOc3ccc(Cl)cc3)cc2)N=C2SCCCN12 | 98
COc1ccc(-c2cc(-c3cccnc3)nc(SCC(=O)Nc3ccc(C)cc3)c2C#N)cc1OC | 94
C[C@]12C=CC(=O)C=C1CC[C@@H]1[C@@H]2[C@@H](O)C[C@@]2(C)[C@H]1CC[C@]2(O)C(=O)CO | 98
O=C(/C(=C/c1ccc([N+](=O)[O-])cc1)SCc1ccccc1)c1ccc(Cl)cc1 | 74

Next section:
SMILES | HL-60(TB)
CO/N=C(\C(=O)NC1C(=O)N2C(C(=O)OCOC(=O)C(C)(C)C)=C(/C=C\c3scnc3C)CSC12)c1csc(N)n1 (stereo not drawn) | 98
CCCCSCCCCO | 119
CCn1cc(C(=O)O)c(=O)c2cc(F)c(N3CCN(S(=O)(=O)c4c(C)cc(C)cc4C)CC3)cc21 | 73
O=S(=O)(O)c1cc(I)c(O)c(I)c1 | 102
O=C(Nc1nc(-c2ccccn2)cs1)c1ccccc1Br | 66
Nc1ccc(S(=O)(=O)NC(=O)c2ccccc2)cc1 | 102&107
CC(C)c1cccc(C(C)C)c1OCCCN(C)C | 100
Nc1nc(Nc2ccccc2SSc2ccccc2Nc2nc(N)nc(-c3cccs3)n2)nc(-c2ccsc2)n1 | -7.9*
Cc1[nH]n(C(=S)Nc2nc3cc(Cl)c(F)cc3s2)c(=O)c1N=Nc1ccc(S(=O)(=O)Nc2ccncn2)cc1 | 112
O=c1c2cc(Cl)cc(Cl)c2[nH]c(=S)n1-c1ccc(S(=O)(=O)Nc2ccc(Cl)nn2)cc1 | 97
O=C(NNc1ccccc1)c1ccc(Cc2n[nH]c(=O)c3cccnc23)cc1 | 98
COC1C(OC(N)=O)C(O)C(Oc2ccc3c(O)c(NC(=O)c4ccc(O)c(CC=C(C)C)c4)c(=O)oc3c2C)OC1(C)C (stereo not drawn) | 106&74
COc1ccc2c(c1)C(=O)c1c-2c(OCCN(C)C)nc2cc(OC)ccc12 | 27
COc1cc(OC)cc(C(=O)Nc2cnc(Nc3ccc(N4CCOCC4)nc3)nc2Oc2ccc(C(F)(F)F)cc2)c1 | 95
COc1ccc(/C=C/c2nc(Nc3ccc(Cl)cc3)c3ccccc3n2)cc1 | -11*
O=C(c1ccccc1)C1(c2ccccc2)OC1c1ccccc1 (stereo not drawn) | 46
COc1ccccc1NC(=O)Oc1cccc(OC(=O)c2ccccc2)c1 | 103
C=CC(=O)OCCCl | 62
CC1(O)Cn2c(nc3nccnc32)S1 (stereo not drawn) | 97
CC(=O)N1N=C(c2ccccc2)CC1c1cc(-c2cc3ccccc3o2)n(-c2ccccc2)n1 (stereo not drawn) | 98
O=C1NC(=O)c2cccc3cccc1c23 | 88
Cn1c(N2CCOCC2)nc2c(NCc3cccnc3)cccc2c1=O | 76
NC1=NN(c2c(Cl)cc(Cl)cc2Cl)C(=O)C1 | 97&98
CCC(C)c1c(NS(=O)(=O)c2ccc(C)cc2)o[nH]c1=O (stereo not drawn) | 106
Cc1ccc(-c2nc3nc(-c4ccccc4)nc(N4CCNCC4)c3o2)cc1 | -68*

Laid out differently: 4 of the compounds above.
> CC1(O)Cn2c(nc3nccnc32)S1 (stereo not drawn)
- HL-60(TB): 97
> NC1=NN(c2c(Cl)cc(Cl)cc2Cl)C(=O)C1
- HL-60(TB): 97&98
> Cn1c(N2CCOCC2)nc2c(NCc3cccnc3)cccc2c1=O
- HL-60(TB): 76
> O=C(c1ccccc1)C1(c2ccccc2)OC1c1ccccc1 (stereo not drawn)
- HL-60(TB): 46

Continuation:
SMILES | HL-60(TB)
Cc1nc2cc(Cl)ccc2s1 | 99
CC(C)CCn1nc(C(=O)N(C)Cc2ccccc2)c2c1CCN(Cc1ccc(F)cc1)C2 | 92
Cc1ccc(OCC(C)N(CCCl)Cc2ccccc2)cc1 (stereo not drawn) | 79
O=c1[nH]c(=O)c2c([nH]1)oc1ccccc12 | 108
N#Cc1n[nH]n2c1nc(=O)c1c3c(sc12)CCCC3 | 102
NS(=O)(=O)c1cccc(Nc2nc(SCC(=O)c3ccc([N+](=O)[O-])cc3)nc3ccccc23)c1 | 0.9*
